HCV core dimer: inhibitors of HCV core protein dimerization, primary screen, biochemical, TR-FRET, high-throughput. TR-FRET GST/Flag-core106 dimerization, 1536-well. inhibition, % at 5 µM. actives 0.33% (n = 300,000);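 active = inhibition above the mean of all tested compounds plus 3 SD, set per screening campaign, cut at about 45% in these data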
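assay system = GST-tagged and Flag-tagged HCV core protein residues 1-106 | controls = unlabelled core106 and no-GST-core106 wells | incubation = compound-protein-antibody incubation 4 h at 22.5 °C | probe or stimulus = Eu donor and XL665 acceptor anti-tag antibodies | read-out = % inhibition based on acceptor/donor emission ratio | signal = TR-FRET 671 and 617 nm emission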
CTSL1 counter: Fasciola hepatica cathepsin L1 inhibitors, primary screen, counter-screen for PFM18AAP inhibitor project, biochemical, QFRET, fluorogenic peptide substrate; recombinant F. hepatica cathepsin L1, Z-Leu-Arg-MCA fluorescence; inhibition, % at 5.96 µM; actives 0.49% (n = 300,000);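 active = inhibition above the mean of all tested compounds plus 3 SD, set per screening campaign, cut at about 17% in these data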;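 note: 0% = plate median of test compound wells and 100% = 1 µM Z-Phe-Ala-diazomethylketone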
JMJD2C inh: inhibitors of GASC-1 histone demethylase, primary screen, biochemical, fluorescence, DELFIA europium | GST-JMJD2C(1-420) H3K9me3 demethylation | inhibition, % at 2.35 µM | actives 0.069% (n = 330,000) | AID 2099, 2009;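 active = more than half of a compound's replicate wells show inhibition beyond 50%, single wells judged on their own value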;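 note: signal counts dimethyl H3K9 product captured on neutravidin plate; 0% = median of DMSO wells and 100% = 0.3 times that DMSO median; strong numbers were not always called active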
Target sequence (Q9H3R0 1-420 limits assumed): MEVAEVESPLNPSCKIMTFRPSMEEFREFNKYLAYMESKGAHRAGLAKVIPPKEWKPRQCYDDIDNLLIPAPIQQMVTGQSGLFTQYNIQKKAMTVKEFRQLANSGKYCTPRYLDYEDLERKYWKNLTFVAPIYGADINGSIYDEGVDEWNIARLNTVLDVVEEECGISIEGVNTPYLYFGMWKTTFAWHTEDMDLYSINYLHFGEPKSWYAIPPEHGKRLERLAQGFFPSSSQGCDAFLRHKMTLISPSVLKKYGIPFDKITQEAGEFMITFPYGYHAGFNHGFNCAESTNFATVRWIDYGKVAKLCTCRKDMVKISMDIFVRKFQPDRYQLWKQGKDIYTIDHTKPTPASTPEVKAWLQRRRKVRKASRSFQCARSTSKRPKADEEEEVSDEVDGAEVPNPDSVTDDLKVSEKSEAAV
GRK2 inh: compounds blocking aptamer binding on GRK2 – biochemical, human GRK2, bead flow cytometry, HTS, primary screen | Beta-adrenergic receptor kinase 1 (Homo sapiens), P25098 | FAM-aptamer displacement from GRK2 | inhibition of aptamer binding, % at 10 µM | actives 0.59% (n = 330,000) | AID 488847, 2010;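 active = inhibition of aptamer binding above 40%, roughly 3 SD of noise, on plates passing a quality check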;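 note: median bead fluorescence of bound FAM aptamer so fluorescent compounds give negative values; no value below 0 was filed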
PP1 inh: PP1-alpha phosphatase inhibitors, primary screen, counter-screen for PP5 inhibitor project, biochemical, fluorescence, OMFP substrate, single point. Serine/threonine-protein phosphatase PP1-alpha catalytic subunit (Homo sapiens), P62136. purified PP1alpha. inhibition, % at 6.7 µM. actives 0.9% (n = 320,000);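 active = inhibition above the mean inhibition of all tested compounds plus 3 SD, computed separately for each screening campaign, cut at about 15% in these data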
PP5 inh: PP5 phosphatase inhibitors, primary screen, biochemical, fluorescence. Serine/threonine-protein phosphatase 5 (Homo sapiens), P53041. inhibition, % at 6.7 µM. actives 0.18% (n = 320,000). purified PP5c, OMFP substrate fluorescence;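 active = inhibition above the campaign's mean inhibition across all tested compounds plus 3 SD, cut at about 9.5% in these data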;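 note: 0% = DMSO only and 100% = 100 µM cantharidin control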
Target sequence (P53041 whole entry, looked up): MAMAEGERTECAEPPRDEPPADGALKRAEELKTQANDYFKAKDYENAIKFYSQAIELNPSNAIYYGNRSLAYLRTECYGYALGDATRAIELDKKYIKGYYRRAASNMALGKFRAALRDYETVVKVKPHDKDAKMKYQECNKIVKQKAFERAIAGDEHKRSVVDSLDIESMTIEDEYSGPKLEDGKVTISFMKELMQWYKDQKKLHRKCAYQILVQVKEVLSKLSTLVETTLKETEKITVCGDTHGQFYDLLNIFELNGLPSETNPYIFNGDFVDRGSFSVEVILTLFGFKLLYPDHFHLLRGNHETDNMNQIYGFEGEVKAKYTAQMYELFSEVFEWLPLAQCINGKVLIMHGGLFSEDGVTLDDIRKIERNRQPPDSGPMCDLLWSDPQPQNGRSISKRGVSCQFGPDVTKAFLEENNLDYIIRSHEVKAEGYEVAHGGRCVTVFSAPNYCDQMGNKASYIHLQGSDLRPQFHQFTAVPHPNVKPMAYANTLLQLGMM
proCasp3 act: activators of human procaspase-3 D3A mutant, primary screen, biochemical, absorbance, PC-3 D3A mutant, single concentration; Caspase-3 (Homo sapiens), P42574; recombinant procaspase-3 D3A, Ac-DEVD-pNA absorbance 405 nm; activation, % at 8.5 µM; actives 0.11% (n = 330,000); AID 463141, 2010;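 active = activation above the mean of all tested compounds plus 3 SD, cut at about 21% in these data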;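 note: 0% = DMSO alone and 100% = DMSO wells spiked with extra 5 µM PC-3 D3A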
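Test system: Procaspase-3 D3A mutant; medium: Zinc-free HEPES/NaCl buffer with 0.01% Triton X-100 at pH 7.4; reagent: DEVD-pNA substrate; doses: one concentration, 8.5 µM nominal, 0.8% DMSO; times: 1 h preincubation plus 2 h reaction at 25 °C; signal: Epi-absorbance at 405 nm of released p-nitroaniline, 0 and 120 min; replicates: singlicate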
VLA-4 inh: inhibition in human VLA-4 binding assay, primary screen, VLA-4 allosteric modulator project, MLPCN library, flow cytometry, VLA-4 expressing cells | Integrin alpha-4 (Homo sapiens), P13612 | ligand binding flow cytometry | inhibition, % (about 7 µM as worked out from the volumes in the protocol) | actives 0.2% (n = 330,000); in the data active = inhibition above about 50%
procasp7 counter: procaspase-7 activators, primary screen, counter-screen for procaspase-3 activator project, biochemical, absorbance, HTS, human | Caspase-7 (Homo sapiens), P55210 | recombinant procaspase-7, Ac-DEVD-pNA absorbance 405 nm; D23A/D198A/D206A triple mutant, cannot self-cleave; scale: DMSO 0, 5 µM enzyme 100 | activation, % at 8.5 µM | AID 463210, 2010 | actives 0.093% (n = 330,000);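 active = percent activation above the screen-wide mean plus 3 SD, cut at about 25% in these data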
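Assay system: Uncleavable procaspase-7 mutant enzyme / Input: 2 µM procaspase-7 mutant as dispensed / Dosing: single nominal 8.5 µM compound dose, 0.8% DMSO final / Timing: 1 h enzyme–compound preincubation and 2 h substrate reaction, both 25 °C / Detection: p-Nitroaniline absorbance at 405 nm, read at 0 and 120 min / Replication: singlicate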
An asterisk follows results filed as active; / = no result given; & = joins results of further samples. An excerpt. The share of hits here may be higher or lower than overall.

SMILES	HCV core dimer	CTSL1 counter	JMJD2C inh	GRK2 inh	PP1 inh	PP5 inh	proCasp3 act	VLA-4 inh	procasp7 counter
COC(=O)C1C2c3ccccc3OC1(C)N=c1s/c(=C/c3cnn(C)c3C)c(=O)n12 (configuration not stated)	-2	1	-9&-5	0	-2	1.2	-2	9	0
CC(NCC#Cc1ccccc1)C(O)c1ccccc1 (configuration not stated)	-2	0	-3	0	-4	3.8	2	-3	4
Cc1nn(Cc2ccccc2)c(Cl)c1C(=O)OCC(=O)NCC1CCCO1 (configuration not stated)	0	-2	-14	2	-4	-0.2	-7	16	7
Cc1ccc(C2SCC(=O)Nc3c2c(=O)[nH]n3C2CCOC(C)(C)C2)cc1 (configuration not stated)	-1	-2	1	1	-2	0.4	2	8	6
CCN(CC)C(=O)Cn1cc(C=C2C(=O)N(C)C(=O)N(C)C2=O)c2ccccc21	5	-1	-10	3	-3	-0.6	10	11	-1
CN(C)[C@@H]1C(=O)C(C(N)=O)=C(O)[C@@]2(O)C(=O)C3=C(O)c4c(O)ccc(Cl)c4[C@@](C)(O)[C@H]3C[C@@H]12	0	1	/	0	6	3.1	-7	-11	0
O=C(O)c1ccccc1-c1ccc(C=C2C(=O)N(c3ccccc3)C(=S)N(c3ccccc3)C2=O)o1	10	1	12	/	6	1.4	-5	-5	-22
CC(Cc1ccccc1Sc1ccccc1)N(C)C (configuration not stated)	1	0	8	0	-1	-4.1	5	-6	7
Cc1[nH]c2ccccc2c1C(=O)C(=O)N1CC2CC(C1)c1cccc(=O)n1C2 (configuration not stated)	3	5	-37	0	-5	-0.8	0	13	2
COc1ccc(NC2(C#N)CCCCC2)cc1	-1	3	0	0	3	3.0	-7	17	-2
O=C(c1ccc2c(c1)OCO2)N1CCC2(CC1)OCCO2	-5	-1	7	0	-3	-1.5	10	6	7
CCCCn1c(O)c(C(C)=NCC2CCCO2)c(=O)[nH]c1=O (configuration not stated)	0	2	-6	0	-3	-1.5	4	3	3
CC1=NN=C(c2ccc(N)cc2)c2cc3c(cc2C1)OCO3	-1	39*	/	2	-3	0.6	3	8	3
Cc1ccc(C2=NN(CCC(=O)N3CCC4(CC3)OCCO4)C(=O)CC2)cc1	4	-3	1	0	-2	-4.1	0	6	7
C#CCN(C)[C@H](C)Cc1ccccc1	-9	-2	5	0	-2	2.2	-3	14	4
O=C1CN(O)C(c2ccccc2)=c2cc(Cl)ccc2=N1	0	0	-1	2	-2	3.9	-3	101*	4
C/C(=N\Nc1ccccc1)c1c(O)[nH]c(=O)[nH]c1=O	-2	3	-3	0	-2	-2.5	-8	4	-13
C/C(=N\N1CCCCCC1)c1c(O)n(C)c(=O)n(C)c1=O	-1	0	170	1	0	1.2	-1	1	3
C/C=C/CC#N	/	/	-5	0	-3	0.3	-3	12	6
Cc1nn(Cc2ccc(Cl)cc2Cl)c(Cl)c1C(=O)NC1CCCc2ccccc21 (configuration not stated)	10	-2	-1	2	-4	-1.2	8	-3	5
Cc1ccccc1CCNCc1ccc(Br)cc1	-4	-2	-5	0	1	2.1	12	-6	-8
COC(=O)C1=C(c2ccc(S(C)(=O)=O)cc2)C[C@@H]2CC[C@H]1N2C(=O)NCc1ccco1	-3	3	-17	3	3	2.5	13	2	5
CC1(O)CCN2C(=O)CCc3cccc1c32 (configuration not stated)	/	/	0	41*	3	-1.9	-17	2	-32
CNS(=O)(=O)c1ccc(-c2ccc(C=C3C(=O)NC(=O)NC3=O)o2)cc1	4	3	9	1	0	1.0	-15	-3	-24
Cc1cc(/C=C2\C(=O)NC(=O)N(C)C2=O)c(C)n1-c1ccc2c(c1)OCO2	27	-4	17	0	5	1.2	-11	-8	-3
O=C1N(c2nncs2)CCN1[N+](=O)[O-]	-3	3	2	4	-2	0.4	6	-2	-5
COC(=O)C1=C(c2ccccc2)C[C@@H]2CC[C@H]1N2C(=O)N1CCCCC1	4	-2	5	0	1	0.1	-3	25	-8
COc1ccc(OCC(=O)N2CCN(C(C)C)CC2)cc1	-3	0	27	2	-1	-1.2	0	22	7
CCn1nc(-c2ccccc2)nc2c(=O)n(C)c(=O)nc1-2	48*	114*	-3	54*	39*	4.4	-6	-3	-18
COc1nc2ccccc2c(=O)n1-c1ccc(Cl)cc1	6	0	9	0	1	-3.3	3	0	11
O=S(=O)(c1ccc(F)cc1)N1CCCC1c1cccnc1 (configuration not stated)	-5	-2	-2	2	-1	-1.4	-5	-1	13
NCCc1ccc(OCc2ccccc2)c(OCc2ccccc2)c1	/	/	-8	0	3	0.8	3	74*	0
O=C1Nc2cc(C(=O)N3CCC4(CC3)OCCO4)ccc2S/C1=C\c1ccccc1	-1	0	0	0	1	5.2	-2	11	3
Cn1c(=O)n(CC(=O)N2CCC3(CC2)OCCO3)c(=O)c2ccccc21	7	1	-4	1	-2	3.8	-1	2	7
CC(C)CC(NC(=O)CCCNC(=O)CCC(=O)OC1O[C@H]2OC3(C)CC[C@H]4[C@H](C)CCC(C1C)C24OO3)C(=O)O (some centres not stated)	5	2	1	1	-2	-0.6	8	-6	15
CCc1ccc(NC(=O)CCNC(=O)N2C[C@H]3C[C@@H](C2)c2cccc(=O)n2C3)cc1	-6	-2	-11	0	-4	4.2	10	36	-2

Part of the list above in order of molecular weight, rising:
SMILES	HCV core dimer	CTSL1 counter	JMJD2C inh	GRK2 inh	PP1 inh	PP5 inh	proCasp3 act	VLA-4 inh	procasp7 counter
O=C1N(c2nncs2)CCN1[N+](=O)[O-]	-3	3	2	4	-2	0.4	6	-2	-5
CC1(O)CCN2C(=O)CCc3cccc1c32 (configuration not stated)	/	/	0	41*	3	-1.9	-17	2	-32
COc1nc2ccccc2c(=O)n1-c1ccc(Cl)cc1	6	0	9	0	1	-3.3	3	0	11
COc1ccc(OCC(=O)N2CCN(C(C)C)CC2)cc1	-3	0	27	2	-1	-1.2	0	22	7
Cc1ccccc1CCNCc1ccc(Br)cc1	-4	-2	-5	0	1	2.1	12	-6	-8
O=S(=O)(c1ccc(F)cc1)N1CCCC1c1cccnc1 (configuration not stated)	-5	-2	-2	2	-1	-1.4	-5	-1	13
NCCc1ccc(OCc2ccccc2)c(OCc2ccccc2)c1	/	/	-8	0	3	0.8	3	74*	0
COC(=O)C1=C(c2ccccc2)C[C@@H]2CC[C@H]1N2C(=O)N1CCCCC1	4	-2	5	0	1	0.1	-3	25	-8
Cn1c(=O)n(CC(=O)N2CCC3(CC2)OCCO3)c(=O)c2ccccc21	7	1	-4	1	-2	3.8	-1	2	7
CNS(=O)(=O)c1ccc(-c2ccc(C=C3C(=O)NC(=O)NC3=O)o2)cc1	4	3	9	1	0	1.0	-15	-3	-24
CCc1ccc(NC(=O)CCNC(=O)N2C[C@H]3C[C@@H](C2)c2cccc(=O)n2C3)cc1	-6	-2	-11	0	-4	4.2	10	36	-2
O=C1Nc2cc(C(=O)N3CCC4(CC3)OCCO4)ccc2S/C1=C\c1ccccc1	-1	0	0	0	1	5.2	-2	11	3
COC(=O)C1=C(c2ccc(S(C)(=O)=O)cc2)C[C@@H]2CC[C@H]1N2C(=O)NCc1ccco1	-3	3	-17	3	3	2.5	13	2	5
CC(C)CC(NC(=O)CCCNC(=O)CCC(=O)OC1O[C@H]2OC3(C)CC[C@H]4[C@H](C)CCC(C1C)C24OO3)C(=O)O (some centres not stated)	5	2	1	1	-2	-0.6	8	-6	15

New compounds follow
SMILES	HCV core dimer	CTSL1 counter	JMJD2C inh	GRK2 inh	PP1 inh	PP5 inh	proCasp3 act	VLA-4 inh	procasp7 counter
Cc1nc(SCc2c(Cl)cccc2Cl)nc(OC(=O)N(C)C)c1C	0	-3	2	1	0	1.9	19	2	13
Cc1ccc(-c2ccc(=O)n(CC(=O)N3CCC4(CC3)OCCO4)n2)cc1	2	-3	17	3	-4	-1.6	2	2	9
O=C(O)c1nonc1-c1nonc1C(=O)O	-1	1	1	0	1	-0.7	11	6	4
O=C(Nc1ccc(F)cc1F)c1cccnc1Oc1cccc(C(F)(F)F)c1	2	-1	1	2	-3	0.7	7	-10	3
Cc1cc(C)cc(N2C(=O)NC(=O)/C(=C\c3cccn3-c3ccccc3)C2=O)c1	0	-3	-3	0	3	0.7	-15	44	-17
O=C(CN1CCCCC1)c1ccc(OC(F)F)cc1	-3	-3	6	0	-1	0.0	4	9	-1
O=C1NC(=O)N(c2ccc(F)cc2)C(=O)/C1=C/c1ccc(N2CCOCC2)cc1	1	4	-20	1	-5	0.9	-8	-8	-12
O=C(CCCN1CCC(n2c(=O)[nH]c3ccccc32)CC1)c1ccc(F)cc1	11	0	/	1	-4	1.7	5	1	-6
CCCn1ncc(CN2CCCC(C(=O)c3cccc(OC)c3)C2)c1C (configuration not stated)	-5	9	-30	0	-14	-3.9	-11	-2	7
CC(=O)NC(Cc1ccc(N(CCCl)CCCl)cc1)C(=O)NCC(=O)NCC(=O)O (configuration not stated)	-2	-2	13	0	-2	-0.3	0	1	-5
Cc1cc(OC(=O)N(C)C)nc2c1c(C)nn2C	-1	3	-2	0	-1	-0.5	3	-3	-2
N#CC(Br)Br	/	/	8	0	-4	2.2	5	22	4
CCCCn1c(O)c(C(CC)=NCc2cccnc2)c(=O)[nH]c1=O	-1	-2	-17	0	1	-0.2	1	1	8
CC1CN2c3ccc([N+](=O)[O-])cc3CC3(C(=O)N(C)C(=O)N(C)C3=O)C2C(C)O1 (configuration not stated)	3	2	10	1	-2	2.4	0	1	2
O=c1[nH]c(=O)n(-c2cccc(Cl)c2)c(O)c1C=NCCCN1CCOCC1	-1	-3	3	2	-4	2.5	-1	4	13
O=C1NC(=O)C(CCc2ccncc2)(CCc2ccncc2)C(=O)N1CCc1ccccc1	2	-2	-11	0	-2	3.1	5	5	1
Cc1cccn2c(=O)c3cc(C(=O)N4CCC5(CC4)OCCO5)n(C)c3nc12	8	-2	27	12	-2	-0.1	3	5	-7
